TAG inh = inhibitors of triacylglycerol accumulation | H9c2 cells, Nile Red lipid (TAG) fluorescence; cells loaded with 200 µM oleic acid | actives 0.66% (n = 230,000) | inhibition, % at 12.5 µM;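 active = pattern-corrected inhibition of lipid staining of at least 50% with the nuclear-stain viability signal not falling by more than 50%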;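 also: 0% = DMSO wells and 100% = triacsin C control wells; some results filed as inactive read as strong as hits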
TAG inh DAPI viability = second read-out of TAG inh, no call of its own (marks repeat the call); DAPI nuclei signal change (viability), lower = more cytotoxic, %;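 whole-well DAPI fluorescence read on a plate reader as a viability signal; minus 50 percent equals half of cells still viable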
An asterisk follows results filed as active. Not all compounds are listed; rates above refer to the full screens.

SMILES	TAG inh	TAG inh DAPI viability
O=C(NC1CCCc2ccccc21)C1CCC(CNc2c(N3CCOCC3)c(=O)c2=O)CC1 (configuration not stated)	-13	-2
CC(C)(C)c1ccc(C(=O)NCC(=O)OCC(=O)c2ccc3c(c2)-c2ccccc2C3)cc1	0	8
CC(=O)C(C(c1ccccc1)N1CCOCC1)N1CCOCC1 (configuration not stated)	-10	5
Cc1cccc(-c2cc3nc(-c4ccccc4)cc(N4CCC5(CC4)OCCO5)n3n2)c1	24	144
COc1cccc(Nc2nnc(SCC(=O)Nc3sccc3C(N)=O)s2)c1	-19	2
O=C(OCC(=O)N1CCN(C(=O)c2ccco2)CC1)c1sc2cc(F)ccc2c1Cl	-26	2
Cc1ccc(S(=O)(=O)N2CCOCC2)cc1NC(=O)CSc1nccn1C	4	1
Cc1cc(OCC(=O)Nc2nnc(C3CC3)s2)ccc1[N+](=O)[O-]	6	-2
CCOC(=O)c1c(-c2ccccc2)oc2ccc(OC)cc12	8	12
CCCCCOc1ccc(N2C(=O)C3C4C=CC(C3C2=O)N(C)C4=O)cc1 (configuration not stated)	8	-10
COc1ccc(CN(C)C(=O)c2ccc(NS(=O)(=O)c3ccc(F)cc3)cc2)c(OC)c1OC	-9	0
CCOC(=O)/C=C1\SCC(=O)N1CC(=O)NC12CC3CC(CC(C3)C1)C2	11	1
Cc1ccc(NC(=O)Cc2ncc(C(F)(F)F)cc2Cl)cc1Cl	-4	6
CNC[C@@H](C)NC[C@@H](Cc1ccccc1)NCCc1ccccc1	8	-5
COc1cc(NC(=O)COc2ccccc2)c(OC)cc1NC(C)=O	-5	-4
CN1CCCN(C(=O)CC2(CC(=O)O)CCCC2)CC1	0	-6
Cc1ccc(C(=O)N2CCCC(CCC(=O)N3CCN(c4ccccn4)CC3)C2)s1 (configuration not stated)	-4	-3
CCOC(=O)c1cc([N+](=O)[O-])cc([N+](=O)[O-])c1Sc1ncnc2nc[nH]c12	30	-14
O=C(O)C1C2C=CC(C2)C1C(=O)NCc1ccc(Cl)cc1Cl (configuration not stated)	3	-2
COc1cc(C(=O)NCc2nnc(SCC(=O)NCc3ccccc3)o2)cc(OC)c1OC	0	-26
COc1ccc(C(O)c2ncc(-c3ccccc3Cl)[nH]2)cc1F (configuration not stated)	147	-126
O=C(Cc1ccc(Cl)cc1)Nc1ccc(S(=O)(=O)Nc2cnc3ccccc3n2)cc1	4	-1
Cc1ccc(NC(=O)C2COc3ccccc3O2)nc1 (configuration not stated)	5	-5
O=C(NCc1cnc2ccccn12)C1CCC(=O)N(Cc2cccc(F)c2)C1 (configuration not stated)	4	-2
Cc1onc(-c2ccccc2)c1-c1nc2ccccc2c(=O)o1	-8	1
CCN(CC)CCn1c(NCc2cc(OC)ccc2OC)nc2ccccc21	4	5
CC(Nc1ccc(Cl)c(Cl)c1)C(=O)NN (configuration not stated)	0	-1
CCOc1ccccc1N(CC(=O)NCCc1ccc(OC)cc1)S(=O)(=O)c1ccc(C)cc1	-25	-6
Cc1cccc(NC(=O)CN2CCN(C(=O)CNC(=O)Cc3cccc4ccccc34)CC2)c1C	-7	0
O=C(Cc1c(F)cccc1Cl)Nc1nc2ccccc2s1	-2	0
CCCCC(=O)Nc1ccc(N2CCCC2)cc1	-17	11
COc1ccc(S(=O)(=O)N2CCN(Cc3ccccc3[N+](=O)[O-])CC2)cc1	-12	2
ClCc1c2ccccc2cc2ccccc12	-8	0
COc1ccc(NC(=O)Nc2ccc(C(=O)N3CCOCC3)cc2)cc1	34	-14
Cc1ccc(C(=O)OCC(=O)NC(C)c2ccccc2)s1 (configuration not stated)	-13	-4
COc1ccc(C)cc1N(C(=O)CNC(=O)c1ccco1)C(C(=O)NC1CCCC1)c1cccnc1 (configuration not stated)	13	-17
COc1ccc(CC(=O)Nc2ccc(N3CCOCC3)cc2)cc1OC	4	7
CC(C(=O)Nc1nc2ccccc2[nH]1)N1C(=O)C2CC=CCC2C1=O (configuration not stated)	-19	4
COC(=O)c1nc(N)sc1C	1	2
CCc1noc(C)c1C(=O)Nc1ccccc1N1CCOCC1	-2	2
Cc1cc(CNC(=O)c2ccc3c(c2)OCO3)c2ccccc2n1	9	-12
CCCCN(C(=O)c1ccc(S(=O)(=O)N2CCOCC2)cc1)C1CCS(=O)(=O)C1 (configuration not stated)	-14	7
O=C(Nc1ccc(Cl)cn1)c1ccccc1-c1ccccc1	3	-9
CC(=O)Nc1ccc2c(c1)Cc1ccc(Cl)cc1-2	-5	4
O=C(NCN1CCOCC1)c1cnccn1	13	-1
Cc1ccccc1N(CC(=O)NC(C)(C)C)C(=O)CS(=O)CC(=O)Nc1ccc2c(c1)OCO2 (configuration not stated)	9	2
COc1c(C(=O)NNC(=O)c2ccccc2)csc1Br	-12	1
Cc1ccc(C(=O)Nc2cccc(NC(=O)c3ccc(C)o3)n2)o1	-3	-2
O=C(CSc1nc2ccccc2c(=O)n1NC(=O)Cc1ccccc1)NCc1ccco1	-12	5
CCOc1ccc(S(=O)(=O)N2CCCCC2)cc1NC(=O)C1CCCC1	9	0
CCOC(=O)CNc1c(-c2ccc(Cl)cc2)nc2cnccn12	-13	26
O=C(CCCN1C(=O)c2ccccc2C1=O)Nc1ccccc1C(=O)N1CCOCC1	-15	1
CCOc1ccc(NC(=O)CN(C)C(=O)c2cccnc2Sc2ccc(C)c(C)c2)cc1OCC	-30	-6
C/C(CC(=O)N1CCCC1)=N\NC(=O)c1cc2ccccc2cc1O	6	-1
Cc1cccc(NC(=O)c2ccccc2OCC(=O)c2ccccc2)c1	7	18
CCOc1cccc(C(=O)Nc2cccc(C(=O)NC(C)(C)C)c2)c1	11	1
CCC(NC(=O)c1ccccc1NC(=O)c1ccccc1)C(=O)NNC(=O)c1cccnc1 (configuration not stated)	-3	4
O=[N+]([O-])c1cccc(N=Cc2ccccc2)c1	-4	0
COc1ccc(-c2cc(C(=O)O)sc2C)cc1	9	-9
CC(=O)OC1CC(c2cc(C(C)(C)C)c(O)c(C(C)(C)C)c2)=NO1 (configuration not stated)	9	-3

Quoted at random: two records from the list
SMILES	TAG inh	TAG inh DAPI viability
CCOc1ccc(NC(=O)CN(C)C(=O)c2cccnc2Sc2ccc(C)c(C)c2)cc1OCC	-30	-6
Cc1ccc(C(=O)Nc2cccc(NC(=O)c3ccc(C)o3)n2)o1	-3	-2

Next part:
SMILES	TAG inh	TAG inh DAPI viability
Cn1c(SCC#N)nc2ccccc2c1=O	-4	4
CCCn1c(SC(C)C(=O)NC2CC2)nnc1-c1ccncc1 (configuration not stated)	3	-2
O=S(=O)(Nc1ccc(N2CCOCC2)cc1)c1ccc(Cl)s1	0	3
COC(=O)c1ccc(N2CCN(C)CC2)c(NC(=O)c2ccc(-c3ccc(Cl)cc3)o2)c1	0	16
COc1cc(-c2noc(C)c2C(=O)NCCCN2CCCC2=O)cc(OC)c1OC	-24	7
Cn1cc(Br)c(C(=O)N2CCCCCC2)n1	2	-2
COCCn1c(=S)[nH]c2cc(C(=O)NC3CCCCCC3)ccc2c1=O	-3	6
CCCN(CCC)CCCNC(=O)c1ccc2c(c1)N(CC)C(=O)c1ccccc1S2=O (configuration not stated)	17	-2
COc1ccc(Sc2nc(-c3ccccn3)ncc2OC)cc1	6	6
CC(C)Oc1ncnc2c1[nH]c1ccccc12	-17	2
CCCCN(Cc1cc2cc(OC)ccc2[nH]c1=O)C(=O)c1ccco1	11	-7
COCCNC(=O)c1cc(S(=O)(=O)N2CCCCC2)ccc1N1CCOCC1	-8	1
O=C(Nc1nnc(C2=COCCO2)o1)c1ccc([N+](=O)[O-])cc1	13	1
O=C(O)c1ccccc1N(Cc1ccccc1)C(=O)CO/N=C/c1ccccc1	4	-4
O=C(CCC(=O)c1ccccc1)Nc1ccccc1	-1	-5

Single entries from the entries so far.
COC(=O)c1ccc(N2CCN(C)CC2)c(NC(=O)c2ccc(-c3ccc(Cl)cc3)o2)c1 @ TAG inh DAPI viability: 16
COc1ccc(Sc2nc(-c3ccccn3)ncc2OC)cc1 @ TAG inh DAPI viability: 6
O=S(=O)(Nc1ccc(N2CCOCC2)cc1)c1ccc(Cl)s1 @ TAG inh DAPI viability: 3
COCCNC(=O)c1cc(S(=O)(=O)N2CCCCC2)ccc1N1CCOCC1 @ TAG inh: -8
CCCCN(Cc1cc2cc(OC)ccc2[nH]c1=O)C(=O)c1ccco1 @ TAG inh: 11
CCCN(CCC)CCCNC(=O)c1ccc2c(c1)N(CC)C(=O)c1ccccc1S2=O (configuration not stated) @ TAG inh: 17

Other entries:
SMILES	TAG inh	TAG inh DAPI viability
Cc1cc(C(=O)NCC(c2cccs2)N2CCOCC2)ccc1[N+](=O)[O-] (configuration not stated)	-15	-4
O=C(NCC1CC1)c1ccc2sc([C@@H]3O[C@H](CO)[C@H](O)[C@H](O)[C@H]3O)nc2c1	12	2
COc1ccc(CN(C)C(=O)/C=C/c2ccc(S(=O)(=O)N3CCOCC3)cc2)cc1F	-6	1
C=CCNCC#CCOc1ccc(OC)cc1	-12	11
Cc1cccc(-n2c(=O)c3c(n4cnnc24)-c2ccccc2CC32CCCCC2)c1	5	-3
O=C(Nc1ccc(S(=O)(=O)N2CCCC2)cc1)c1cccnc1	7	-1
O=c1[nH]cc(NCCc2ccccc2)c(=O)[nH]1	7	-9
CSc1ccccc1C(=O)NCCSc1ccc(C)cc1	0	-15
CC1SC(=NC(=O)c2ccco2)NC1=O (configuration not stated)	-11	1
Cn1ccc(C(=O)N/N=C/c2ccncc2)n1	-1	-4
Cc1ccc(NC(=O)CCn2cccc2)cc1	-6	-7
Cc1cc(OC2CCCCC2)nc(NCc2ccccc2)n1	3	1
CCCn1nc2cc(C(=O)NCCc3ccc(C)cc3)ccc2c1OCC	1	3
Cc1nc(N(C)Cc2ccccc2)c2nnn(Cc3ccccc3)c2n1	-147	-13
COc1ccc(NC(=O)CSc2nnc(C)s2)cc1S(=O)(=O)N1CCOCC1	2	2
Cc1ccccc1CCNC(=O)C1CCN(S(=O)(=O)c2ccc(-n3cnnn3)cc2)CC1	18	-3
Cc1cc(C(=O)COC(=O)c2ccc(Br)o2)c(C)n1C	7	3
O=C(c1ccccc1)c1ccc(Oc2ncccn2)cc1	-4	12
Cc1ccc(NC(=O)CSc2nn3c(=O)c(C)nnc3s2)cc1Cl	-7	2
N#Cc1ccc(C(=O)NC(=S)N2CCN(C=O)CC2)cc1	-10	2
N#Cc1ccc(C(=O)N2CCN(S(=O)(=O)c3ccc(Cl)s3)CC2)cc1	23	-20

Arranged by length of the SMILES (rising): five of the compounds above.
SMILES	TAG inh	TAG inh DAPI viability
Cc1cc(C(=O)COC(=O)c2ccc(Br)o2)c(C)n1C	7	3
Cc1nc(N(C)Cc2ccccc2)c2nnn(Cc3ccccc3)c2n1	-147	-13
COc1ccc(NC(=O)CSc2nnc(C)s2)cc1S(=O)(=O)N1CCOCC1	2	2
N#Cc1ccc(C(=O)N2CCN(S(=O)(=O)c3ccc(Cl)s3)CC2)cc1	23	-20
Cc1ccccc1CCNC(=O)C1CCN(S(=O)(=O)c2ccc(-n3cnnn3)cc2)CC1	18	-3

In a second layout: results already given
Values run as follows: TAG inh, TAG inh DAPI viability
Cc1cc(C(=O)COC(=O)c2ccc(Br)o2)c(C)n1C
 : 7, 3
Cc1ccccc1CCNC(=O)C1CCN(S(=O)(=O)c2ccc(-n3cnnn3)cc2)CC1
 : 18, -3

Source: PubChem BioAssay (Sanford-Burnham Center for Chemical Genomics)
